Compound activity from PubChem.
aSyn 5UTR inh: MLPCN primary screen, SNCA 5' untranslated region. 300,000 tested, 0.82% active. alpha-synuclein 5'UTR reporter, inhibitor activity. AID 1813. inhibition, % (tested at 7.5 µM); in the data active = inhibition above about 60%; inconclusive = no clear call, values can overlap the other calls;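 also: H4 neuroglioblastoma cells stably carrying SNCA 5'UTR luciferase fusion; 0% = DMSO wells and 100% = positive control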
HSP90 inh: inhibitors of HSP90 luciferase refolding in rabbit reticulocyte lysate; inhibition, % at 5.6 µM; AID 1789; 290,000 tested, 0.91% active; luciferase refolding luminescence, 3 h;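 active = inhibition above the screen-wide mean plus 3 SD, computed separately per campaign, cut at about 16% in these data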;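 also: 0% = DMSO wells and 100% = 60 µM geldanamycin wells; inhibitors lower the luminescence because luciferase stays unfolded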
IEC-6 cytotox: counter-screen for KLF5 inhibitors: cytotoxicity in IEC-6 cells. inhibition, % at 5 µM. IEC-6 cytotoxicity, luminescence viability. 290,000 tested, 0.78% active; in the data active = inhibition above about 22%;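 also: 0% = plate median of test compound wells and 100% = cytotoxic reference compound wells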
GSK3A inh: blocks human GSK-3 alpha kinase | 320,000 tested, 0.1% active | ADP-Glo luminescence, 60 min | inhibition, % at 10 µM | P49840;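 in the data active = inhibition above about 50%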;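 also: GST-tagged GSK-3 alpha with peptide substrate and 25 µM ATP; 0% = DMSO neutral wells and 100% = GW8510 positive control wells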
Target sequence (P49840 whole entry, looked up): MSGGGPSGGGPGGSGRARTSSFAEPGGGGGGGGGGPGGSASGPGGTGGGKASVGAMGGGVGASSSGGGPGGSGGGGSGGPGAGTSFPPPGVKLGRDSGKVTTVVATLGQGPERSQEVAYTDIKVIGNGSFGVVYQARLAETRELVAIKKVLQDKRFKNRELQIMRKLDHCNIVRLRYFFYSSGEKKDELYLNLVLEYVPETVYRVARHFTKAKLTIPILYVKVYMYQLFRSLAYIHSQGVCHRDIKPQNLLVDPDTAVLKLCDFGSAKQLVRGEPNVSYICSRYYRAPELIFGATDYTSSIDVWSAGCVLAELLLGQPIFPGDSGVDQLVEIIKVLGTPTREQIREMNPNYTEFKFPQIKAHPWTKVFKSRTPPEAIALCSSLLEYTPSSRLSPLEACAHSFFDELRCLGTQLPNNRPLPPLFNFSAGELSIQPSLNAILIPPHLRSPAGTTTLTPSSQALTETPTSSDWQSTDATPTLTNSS
KLF5 inh: inhibitors of KLF5 expression. DLD-1 KLF5 promoter-luciferase reporter, luminescence. inhibition, % at 5 µM. 290,000 tested, 0.23% active;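 active = inhibition above a per-plate limit of that plate's mean compound inhibition plus 3 SD, cut at about 60% in these data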;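 also: 0% = DMSO wells and 100% = LY294002 at 200 µM; higher means less KLF5 promoter-driven luciferase light; inactives centre near -14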
HSF1 inhib: HSF1 inhibition; 300,000 tested, 0.77% active; AID 2098; NIH3T3-HGL HSE-luciferase, MG132-induced, luminescence 8 h; active compounds read low; activity change, negative = inhibition, % at 7.5 µM (by protocol);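 active = more than half of replicate wells show activity change below -50%, luminescence cut by over half; inconclusive = some wells, but at most half, below -50%; inactive = no replicate well below -50%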;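 also: luciferase reports HSF-1 transcriptional activity via heat shock element; 0% = median of DMSO wells and -100% = zero luminescence signal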
AI-2 QS mod: modulators of Vibrio harveyi AI-2 quorum sensing system; Vibrio harveyi JMH597 AI-2 luminescence/OD600 ratio, 9 h; active compounds read low; strain lacks LuxN and CqsS sensors; 0 = neutral-control median; activity change, % at 7.5 µM; 300,000 tested, 0.4% active; in the data active = activity change below about -75%, passing the limit was not always enough; inconclusive = no clear call, values can overlap the other calls;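 also: luminescence divided by OD600 gain over 9 h not by final OD600 alone; inactives centre near 13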
HSF-1 act: increases HSF-1 driven luciferase reporter signal; NIH3T3-HGL HSF-1 luciferase reporter, MG132, 8 h; 100% = twice DMSO control signal; activation, % at 9 µM; 300,000 tested, 1.7% active; AID 504408;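 active = mean replicate activation of at least 50% with a set share of replicates each reaching 50%; inconclusive = only one of those two conditions met; inactive = mean below 50% and too few replicates reaching it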;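 also: 0% = median of the neutral control wells and 100% = twice that signal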
HIF activator: HIF pathway transcriptional activation; U2OS HRE-luciferase reporter, luminescence; normalized: DMSO 0%, desferrioxamine 100%; activation, % at 7.5 µM (by protocol); 300,000 tested, 0.32% active; AID 1910;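 active = mean activation of at least 10% of the iron chelator positive control signal, with at least half of replicates also reaching 10%; inconclusive = mean and replicate majority disagree about reaching 10%; inactive = mean and most replicates under 10%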
GSK3B inh: human GSK3beta kinase inhibition | P49841 | GST-GSK3beta kinase, ADP-Glo luminescence, 60 min; active compounds read low | activity score (negative = inhibition), % at 10 µM | 300,000 tested, 0.038% active;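 active = more than half of replicate wells score below -50%, meaning over 50% inhibition versus plate controls; inconclusive = some replicates but at most half score below -50%; inactive = no replicate scores below -50%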;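 also: 0% = median DMSO wells and -100% = median GW8510 positive control wells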
Target sequence (P49841 whole entry, looked up): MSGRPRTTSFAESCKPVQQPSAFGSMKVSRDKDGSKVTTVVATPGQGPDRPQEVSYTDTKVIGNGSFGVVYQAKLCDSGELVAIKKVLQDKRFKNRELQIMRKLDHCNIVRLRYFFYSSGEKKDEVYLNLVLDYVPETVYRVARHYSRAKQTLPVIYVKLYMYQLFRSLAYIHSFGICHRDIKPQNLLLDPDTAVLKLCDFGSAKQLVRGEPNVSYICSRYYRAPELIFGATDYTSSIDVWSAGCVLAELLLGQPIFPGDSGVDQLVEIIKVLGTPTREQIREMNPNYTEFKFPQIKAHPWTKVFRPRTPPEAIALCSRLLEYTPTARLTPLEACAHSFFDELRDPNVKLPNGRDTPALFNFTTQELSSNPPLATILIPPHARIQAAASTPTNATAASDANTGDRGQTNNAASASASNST
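Assay system: GST-tagged human GSK3beta kinase, cell-free; Input: 1.6 ng GSK3beta; Medium: Tris/MgCl2 kinase buffer; Timing: 60 min enzyme reaction, room temperature; Signal: ADP-Glo luminescence quantifying ADP generated by kinase; Evaluation: score relative to plate controls; Benchmarks: DMSO neutral wells and GW8510 at 20 µM as positive.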
* = called active by the depositor; u = inconclusive; x = no result given.

Compound	aSyn 5UTR inh	HSP90 inh	IEC-6 cytotox	GSK3A inh	KLF5 inh	HSF1 inhib	AI-2 QS mod	HSF-1 act	HIF activator	GSK3B inh
CC(=O)c1ccccc1NC(=O)COC(=O)/C=C/c1ccc(OC(F)F)cc1	3	x	x	3	x	-14	29	-11	-0.1	-2
O=C(NCCCn1ccnc1)c1cc(-c2cccnc2)nc2ccc(Br)cc12	13	-2	1	-4	14	6	9	2	-0.2	-10
CC1=C(C(=O)OCc2ccccc2)C(c2ccc(Br)cc2)NC(=O)N1CCCC(=O)O (stereo not drawn)	-8	-7	6	-2	-10	2	24	-9	-1.1	4
CCC(=O)OCC(=O)Nc1ccc(OC)cc1[N+](=O)[O-]	14	-5	-2	-1	-21	-2	18	-12	0.0	3
CCCc1cc(C(=O)NCC(C)C)no1	-106	1	0	-1	-19	7	21	-11	2.9	3
COc1cccc(F)c1C(C[N+](=O)[O-])c1c(N)n(C)c(=O)n(C)c1=O (stereo not drawn)	-19	-6	9	-1	7	-30	u	-33	-0.2	-1
COc1ccccc1NC1=NC(CO)(CO)CS1	1	-6	2	-2	-7	2	7	-5	0.1	4
CC(C)Oc1ccc(C(=O)Nc2ccc(NC(=O)c3ccco3)c(Cl)c2)cc1	-106	1	-4	0	-43	20	23	23	1.9	0
COc1ccc(C(=O)Nc2ccnc(-c3cccnc3)n2)cc1	-166	0	-6	1	-17	1	3	7	3.1	-13
Cn1c(=NC(=O)CN2C(=O)C3CC=CCC3C2=O)sc2ccccc21 (stereo not drawn)	28	-1	-1	-1	-40	8	8	14	-2.3	2
CCOC(=O)CSc1nc(C)c2ccccc2n1	1	0	0	0	9	-10	31	-4	0.2	3
COc1ccc(NC(=O)N2CCN(S(C)(=O)=O)CC2)c(OC)c1	-9	0	4	-5	-16	2	15	4	0.0	1
CCc1ccc(C(=O)NCC2COc3ccccc3O2)o1 (stereo not drawn)	-57	-1	2	0	4	24	20	25	1.6	4
COc1cccc(CNC(=O)Cn2ccc3cc(S(=O)(=O)N4CCCCCC4)ccc32)c1OC	22	-2	0	-6	0	2	20	-9	-0.2	7
CCN(CC)S(=O)(=O)c1ccc(NC2c3ccccc3C(=O)N2c2ccc(C)cn2)cc1 (stereo not drawn)	-33	-1	-4	-1	-36	22	34	33	1.8	4

The list goes on:
Compound	aSyn 5UTR inh	HSP90 inh	IEC-6 cytotox	GSK3A inh	KLF5 inh	HSF1 inhib	AI-2 QS mod	HSF-1 act	HIF activator	GSK3B inh
COc1ccc(/C=C(/NC(=O)c2ccc(C)cc2)c2nc3ccccc3[nH]2)cc1OC	-21	0	-1	-2	-9	1	8	-1	-0.4	-1
Cc1sc2ncn(CC(=O)N3CCN(c4ccccc4)CC3)c(=O)c2c1S(=O)(=O)N1CCOCC1	11	-4	7	-2	-14	-4	27	8	0.0	-3
O=C(O)Cn1c(=O)c(F)cn(C2CCCO2)c1=O (stereo not drawn)	1	-1	-5	-2	2	-20	x	-30	0.4	x
Cc1cc(C(=O)NCc2ccccc2Cl)c2ccccc2n1	1	4	1	1	2	-7	9	23	-0.3	1
CC(=O)Nc1cc(O)cc(O)c1	-18	-3	-6	-2	-5	-3	22	2	0.1	2
C/C(=N/NC(=O)CCCOc1ccc(Cl)cc1Cl)c1ccc(C)o1	14	-5	4	-2	-20	-1	-11	-1	-0.2	-1
CCOc1ccc(C2=Nc3ccccc3C(c3ccc(N4CCOCC4)cc3)=NN2)cc1	-95	-2	-6	0	-65	15	5	50	1.1	-3
CC(C)N(C(=O)COC(=O)c1ccccc1C(=O)N1CCN(c2ccc(F)cc2)CC1)C(C)C	-8	-2	-3	-2	0	-7	22	0	0.0	-1
CCN1C(=O)N[C@@H](c2cccc(C(F)(F)F)c2)C(C(C)=O)=C1C	4	x	x	-3	x	2	14	-8	-0.9	-1
O=C(O)COCC(=O)N1CCCN(c2ccc(C(F)(F)F)cn2)CC1	13	-3	-4	0	-59	-4	23	2	-0.4	-2
CC(C)Cn1c(-c2cccs2)nc2nc3ccccc3nc21	23	-1	0	-2	-55	0	34	-14	-0.5	0
Cc1cccc(-n2c(C)n[nH]c2=S)c1	4	-1	3	-2	-3	-8	40	-7	-0.3	-1
Cc1c(N)c(C(C)(C)C)cc(C(C)(C)C)c1[N+](=O)[O-]	35	4	-3	-1	12	-41	9	-37	0.2	1
O=C(CC1CC2CCC1C2)NCCc1ccc(Cl)cc1 (stereo not drawn)	-24	2	1	-1	-27	9	x	22	0.8	x
CC(C)CCNC(=O)c1cccc(C(=O)NCCC(C)C)c1	2	1	2	0	-22	-6	x	5	-0.3	x

Remaining list, next part
Compound	aSyn 5UTR inh	HSP90 inh	IEC-6 cytotox	GSK3A inh	KLF5 inh	HSF1 inhib	AI-2 QS mod	HSF-1 act	HIF activator	GSK3B inh
CCc1noc(C)c1C(=O)N1CCCSC1=Nc1ccccc1OC	11	x	x	0	x	-1	21	-6	0.3	4
O=C(O)CCN(Cc1ccccc1)S(=O)(=O)c1c(Cl)cccc1Cl	14	1	2	-2	-19	-3	18	19	-0.9	0
Cc1ccc2nc(-c3ccc(-c4cccc(Cl)c4)cc3)c(NCc3ccccc3)n2c1	-68	x	x	1	x	-19	6	-38	-1.3	2
COC(=O)N/N=C(\C)c1ccc(-n2ccnc2)cc1	-21	-5	2	0	-28	-2	18	9	0.3	-4
COc1ccc(NC(=O)c2ccco2)cc1NC(=O)COc1ccccc1	-42	-3	0	0	-24	-1	6	-2	1.6	-3
Cc1ccc2nc(C)cc(NCCO)c2c1	-6	-4	0	-5	5	3	29	-17	0.2	2
CCOc1ccc(C2CC(c3ccccc3C)n3ncnc3N2)cc1 (stereo not drawn)	-13	2	4	12	-26	-4	12	-8	-0.1	0
CCc1ccc(NC(=O)Cn2nnc(C(=O)NCc3ccco3)c2N)cc1	3	0	-12	-11	-22	-1	30	18	-0.3	2
O=C(ON=C1CCN(c2ccc([N+](=O)[O-])cc2)CC1)c1ccccc1	-14	-3	4	x	-3	-5	15	1	0.6	1
CC(=O)c1nnn(-c2ccc(Cl)cc2C#N)c1C	-6	1	-1	0	-8	-11	-2	-5	-0.2	0
Cc1ccc(S(=O)(=O)N2CCOCC2)cc1NC(=O)c1cc2c(s1)CCC2	14	2	1	-2	-6	-2	3	1	-1.0	3
CCN(CC(=O)Nc1ccccc1C(F)(F)F)C(=O)C1CCC1	2	x	x	-4	x	-8	14	-23	-0.3	2
Cc1onc(-c2ccccc2)c1C(=O)Nc1ccccc1C#N	2	0	-2	-1	-35	3	16	9	x	0
Cc1ccc(C)c(Cn2nc(-c3ccccc3)ccc2=O)c1	8	-1	1	-3	-1	5	-7	7	-5.3	0
COc1cc(C)nc(Oc2ccc(OCCOc3ccccc3)nn2)n1	-6	-1	2	-3	4	0	0	6	-0.1	-1

More results:
Compound	aSyn 5UTR inh	HSP90 inh	IEC-6 cytotox	GSK3A inh	KLF5 inh	HSF1 inhib	AI-2 QS mod	HSF-1 act	HIF activator	GSK3B inh
CS(=O)(=O)Nc1cccc(C2=NN(C(=O)c3ccco3)C(c3cccs3)C2)c1 (stereo not drawn)	-6	1	6	-2	-14	14	43	11	0.7	0
Cc1cc(C)nc(SCc2ccc(C(=O)N/N=C/c3ccccn3)cc2)n1	-1	-6	9	1	18	-9	27	2	1.4	3
Cc1ccc(C)c(-n2cc(-c3ccc(Cl)cc3)nc2SCC(=O)NC2CCS(=O)(=O)C2)c1 (stereo not drawn)	-25	-2	-3	0	6	8	7	23	1.7	3
Cc1nnc(N2CCOCC2)c2nn(-c3ccccc3)c(C)c12	5	2	6	-1	-23	-2	5	1	0.1	4
O=C(O)c1ccc(Oc2cc(Oc3ccc(C(=O)O)cc3)cc([N+](=O)[O-])c2)cc1	-4	1	-3	-6	-6	-4	27	-9	-0.9	1
CN1Cc2c(N3CCOCC3)nc3sc(C#N)c(N)c3c2CC1(C)C	-16	-1	0	-5	-7	-1	15	-5	-0.3	0
Cc1ccc2oc(=O)n(CC(=O)OCCC(C)C)c2c1	7	-6	4	1	-26	4	18	-11	0.1	2
COc1ccccc1N1CCN(C(=O)c2cc(C(C)(C)C)oc2C)CC1	-1	6	4	0	-1	-4	9	-19	0.4	2
COc1cc(-c2nnc(SCC#CCO)o2)cc(OC)c1OC	-16	0	0	x	-16	-4	3	-2	0.0	3
NC(=O)c1cccnc1Oc1ccc(Cl)cc1Cl	-10	-2	-6	0	-16	7	8	33	0.4	-3
CCCOC(=O)c1ccc(Oc2c(-c3ccc(O)cc3O)n[nH]c2C)cc1	-10	-5	-1	0	-4	18	120	2	0.5	2
O=C(COC(=O)c1ccc2c(c1[N+](=O)[O-])C(=O)c1ccccc1C2=O)NC1CC1	-39	2	-3	0	-25	92	37	124*	-0.4	0
COc1ccc(-c2nnc3sc(-c4ccccn4)nn23)cc1	-20	x	x	7	x	-6	26	8	-0.1	1
Cc1cccc2c1OCC/C2=N\NC(=O)COc1ccccc1Cl	-79	-7	-1	-1	-56	19	21	28	3.2	1
COC(=O)C1CCN(c2cnccn2)CC1	7	-3	0	-3	-21	-7	20	6	-0.2	0
CCc1nc(SCC(=O)NCCc2ccccc2)c2c(=O)n(C)c(=O)n(C)c2n1	12	2	6	0	-10	1	13	-1	-0.3	2
CNC(=O)COC(=O)/C=C/c1ccco1	-19	-2	-8	-3	-8	-10	12	0	-0.2	1
